rCAG binder = binders of r(CAG) RNA repeats, primary screen, biochemical, fluorescence. AID 651821, 2012. r(CAG) RNA repeat, TO-PRO-1 dye displacement fluorescence. hit rate 1.3% among 370,000. inhibition, % at 3 µM;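 active = inhibition above the plate cutoff, the mean of all test compounds on that plate plus 3 SD, cut at about 35% in these data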;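 also: 0% = DMSO alone and 100% = 100 µM mitoxantrone as full dye displacement; higher means more dye released from RNA so lower well fluorescence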
ARFGAP1 inhibitor = inhibitors of rat ARFGAP1 GAP activity, primary screen, biochemical, fluorescence polarization, GDP tracer | ADP-ribosylation factor GTPase-activating protein 1 (Rattus norvegicus), Q62848 | Arfgap1-stimulated ARF1 GTP hydrolysis, GDP FP detection | inhibition, % at 16.5 µM | hit rate 0.26% among 360,000;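 active = inhibition above a per-plate limit, mean inhibition of low control wells plus 3 SD, cut at about 25% in these data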;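 also: 0% = DMSO wells with enzyme and 100% = wells lacking Arfgap1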
Target sequence (Q62848 1-136 limits assumed): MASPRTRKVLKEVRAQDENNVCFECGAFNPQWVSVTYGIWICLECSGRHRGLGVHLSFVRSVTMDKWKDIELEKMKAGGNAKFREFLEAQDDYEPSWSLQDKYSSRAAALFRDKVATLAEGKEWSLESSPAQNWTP
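Material – truncated rat Arfgap1 GAP domain · Buffer or medium – HEPES-based buffer, pH 7.5 · Reagent – human ARF1(Δ1-17)-GTP substrate · Dosing – 16.5 µM single point, 1.26% DMSO · Schedule – GTP hydrolysis reaction 2 h at 25 °C · Technique – GDP detection by fluorescence polarization · Benchmarks – No-Arfgap1 wells (100%) versus DMSO full-reaction wells (0%) · Repeats – single replicate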
Rev-erbA mod = modulators of Rev-erb alpha DNA binding, primary screen, biochemical, FITC-DNA, fluorescence polarization, uHTS. activity, % at 10 µM. Rev-erbα–FITC-DNA binding, 90 min. AID 1259318, 2017. Nuclear receptor subfamily 1 group D member 1 (Homo sapiens), P20393. hit rate 0.79% among 370,000;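 active = activity above about 14%, limit read from the data; passing the limit was not always enough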;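 also: 0% = DMSO wells with 35 nM protein and 100% = DMSO wells with 750 nM protein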
Target sequence (P20393 whole entry, looked up): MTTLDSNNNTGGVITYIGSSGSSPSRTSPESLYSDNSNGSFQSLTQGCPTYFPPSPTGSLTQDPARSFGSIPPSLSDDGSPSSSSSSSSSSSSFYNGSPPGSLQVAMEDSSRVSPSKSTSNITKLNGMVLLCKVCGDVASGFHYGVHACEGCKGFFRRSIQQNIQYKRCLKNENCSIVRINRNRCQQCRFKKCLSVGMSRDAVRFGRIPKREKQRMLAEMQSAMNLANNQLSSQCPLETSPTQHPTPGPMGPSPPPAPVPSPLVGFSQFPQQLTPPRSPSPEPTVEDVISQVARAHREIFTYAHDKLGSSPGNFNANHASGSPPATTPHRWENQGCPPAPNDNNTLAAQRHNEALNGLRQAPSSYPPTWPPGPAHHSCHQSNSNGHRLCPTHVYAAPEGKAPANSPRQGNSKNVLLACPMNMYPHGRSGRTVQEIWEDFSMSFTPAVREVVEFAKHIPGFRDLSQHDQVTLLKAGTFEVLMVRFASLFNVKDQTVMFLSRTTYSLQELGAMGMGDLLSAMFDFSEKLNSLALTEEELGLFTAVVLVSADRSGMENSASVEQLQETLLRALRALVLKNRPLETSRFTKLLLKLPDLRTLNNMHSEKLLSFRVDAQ
SMARCA2 activ = SMARCA2 (BRM) function activators, primary screen, cell-based, luminescence, high throughput. MG213 cells, MMTV-luciferase reporter, dexamethasone, overnight. activation, % at 9.1 µM. hit rate 1% among 370,000; in the data active = activation above about 7.8%;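 also: 0% = vehicle wells and 100% = reference activator wells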
GC-A act = GC-A stimulated cGMP production enhancers – HEK293 GC-A cells, cGMP TR-FRET, EC30 ANP, primary screen. AID 1671463, 2021. 0% at EC30 ANP, 100% saturating ANP. hit rate 0.14% among 370,000. Atrial natriuretic peptide receptor 1 (Homo sapiens), P16066. activation, % at 10 µM; in the data active = activation above about 40%
ASAP1 inh = inhibitors of human ASAP1 ArfGAP activity, primary screen, biochemical, fluorescence polarization. Arf-GAP with SH3 domain, ANK repeat and PH domain-containing protein 1 (Homo sapiens), …. ASAP1-stimulated ARF1 GTP hydrolysis, GDP FP detection. inhibition, % at 16.5 µM. hit rate 0.19% among 360,000; in the data active = inhibition above about 25%;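 also: 0% = vehicle with enzyme and substrate and 100% = no enzyme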
mABHD4 FP = ABHD4 inhibitors, primary screen, biochemical, fluorescence polarization, mouse; (Lyso)-N-acylphosphatidylethanolamine lipase (Mus musculus), Q8VD66; purified mABHD4, FP-Rh probe fluorescence polarization; inhibition, % at 8.92 µM; hit rate 0.54% among 370,000;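 active = inhibition exceeding the mean over every tested compound plus 3 SD, cut at about 30% in these data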;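 also: 0% = plate median of compound wells and 100% = S159A mutant with DMSO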
Target sequence (Q8VD66 whole entry, looked up): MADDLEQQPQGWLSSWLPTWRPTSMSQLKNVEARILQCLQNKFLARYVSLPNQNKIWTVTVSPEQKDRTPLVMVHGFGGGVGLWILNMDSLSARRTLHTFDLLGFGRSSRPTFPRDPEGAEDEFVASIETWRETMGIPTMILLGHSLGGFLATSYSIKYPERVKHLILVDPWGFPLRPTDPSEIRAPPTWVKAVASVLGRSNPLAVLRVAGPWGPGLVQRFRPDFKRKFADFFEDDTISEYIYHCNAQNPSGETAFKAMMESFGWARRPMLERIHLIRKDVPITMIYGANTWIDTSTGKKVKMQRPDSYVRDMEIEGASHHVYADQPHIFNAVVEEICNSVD
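Material: mouse ABHD4 enzyme, wild type; Benchmarks: S159A mutant high control, sample median low control; Buffer or medium: HEPES pH 7.0, NaCl, Pluronic buffer; Signal: fluorescence polarization; Read-out: percent inhibition of probe binding, normalized to plate controls; Timing: pre-incubation 45 min, probe exposure 60 min, at 25 °C; Dosing: 8.92 µM, single dose.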
PG9 binder = binders of HIV-1 gp120 antibody PG9, primary screen, biochemical, TR-FRET. TR-FRET gp120-PG9 antibody binding. HIV-1 gp120 / PG9 antibody interaction. hit rate 0.43% among 360,000. inhibition, % at 6.7 µM; in the data active = inhibition above about 8.5%
NPR2 activator = human GC-B receptor activators, primary screen, HEK293 GC-B cells, cGMP TR-FRET, EC30 CNP; 0% at EC30 CNP, 100% saturating CNP; AID 1920062, 2024; activation, % at 10 µM; hit rate 0.11% among 370,000; Atrial natriuretic peptide receptor 2 (Homo sapiens), P20594;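 active = activation at 10 µM reaching about 35% in either raw or pattern-adjusted values, limit read from the data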
HTRA1 inhibitor = HTRA1 serine protease inhibitors, primary screen, biochemical, fluorescence polarization, HTS; Q92743; AID 504803, 2011; inhibition, % at 5.96 µM; recombinant HTRA1, FP-rhodamine activity-based probe; hit rate 0.5% among 340,000; in the data active = inhibition above about 36%;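 also: 0% = enzyme with DMSO and 100% = wells lacking enzyme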
An asterisk follows results filed as active; x = not tested or not shown.

Order of values: GC-A act	ASAP1 inh	rCAG binder	Rev-erbA mod	mABHD4 FP	PG9 binder	ARFGAP1 inhibitor	NPR2 activator	SMARCA2 activ	HTRA1 inhibitor
1. CCOc1cccc(SCc2noc(C(=O)NCC3CCCO3)c2C(=O)O)c1 (configuration not stated)
→ 3.1	-2.0	17.3	7.8	2.6	-0.4	5.2	-0.1	0.1	-5.5
2. CC[C@H](CO)Oc1cc(NCc2cccc(N)c2)c2ncn(C(C)C)c2c1
→ 0.7	3.2	14.0	6.0	21.0	-5.2	27.4*	-0.7	-0.4	x
3. NS(=O)(=O)c1cccc(NC(=O)COC(=O)CNC(=O)c2ccc(-c3ccccc3)cc2)c1
→ -1.5	11.2	8.7	14.0	-5.0	0.0	9.3	-2.0	1.5	-19.7
4. O=C(COC(=O)/C=C/c1ccc(OC(F)F)cc1)NCCN1C(=O)CSC1=O
→ -1.9	-3.3	-0.1	-4.0	-3.8	-0.7	7.8	-0.4	-3.9	12.4
5. Nn1c(COc2ccccc2F)nnc1SCC(=O)NC1CC1
→ 1.9	5.6	7.7	0.2	-2.5	0.3	2.1	1.8	-1.8	-1.8
6. COc1ccc(CCC(=O)NCCc2ccc(OC)c(OC)c2)cc1
→ 5.0	-4.9	-3.8	2.0	13.0	0.4	0.0	6.2	0.6	5.3
7. Cc1cc(=O)n2ccccc2c1C#N
→ 3.4	0.4	2.4	-0.1	3.0	2.2	-2.2	-2.4	0.7	-8.5
8. O=C(O)c1cccc(Cn2cc(Cl)cn2)c1
→ 8.5	0.2	0.9	-3.3	-2.7	-0.9	8.1	4.0	-0.3	3.5
9. O=C(NCCCN1CCOCC1)c1ccccc1N1C(=O)[C@@H]2Cc3c([nH]c4ccccc34)C(c3cccc(Cl)c3)N2C1=O (some centres not stated)
→ 4.2	4.0	1.5	4.1	2.2	-1.2	-3.5	8.0	2.6	-13.1
10. CCN(CC)C(=O)Cn1cc(SCC(=O)NC2CCCC2)c2ccccc21
→ -3.7	-6.9	-3.6	1.4	-11.8	-0.9	13.5	-0.1	-4.0	5.1
11. Cc1ccc(S(=O)(=O)Cc2ccc(C(=O)NCc3ccc4c(c3)OCO4)o2)cc1
→ 0.5	-11.8	2.7	1.5	4.6	-0.5	-1.7	4.4	-1.9	0.3
12. CC1(C)CC(=O)C(C=Nc2ccc3cn[nH]c3c2)=C(O)C1
→ -1.4	-11.4	-2.7	-2.7	9.1	1.6	2.2	-0.3	-1.0	-12.3
13. CN(CC(=O)Nc1cccc(F)c1)C(=O)C1CC(=O)N(CCc2ccccc2)C1 (configuration not stated)
→ 3.0	-15.8	-2.6	0.6	1.7	1.8	-5.6	2.5	-4.7	4.6
14. Cc1cc(C)c(C#N)c(SCCS(=O)(=O)Cc2ccc(Cl)cc2)n1
→ 4.7	-9.9	-0.5	36.4*	-2.1	11.1*	-11.3	-17.3	-0.5	-5.0
15. CCCCNC(=O)C(C)N(CCN(C)C)C(=O)CCCCCN1C(=O)NC(c2ccc(Cl)cc2)C(C(=O)OCc2ccccc2)=C1C (configuration not stated)
→ -8.2	12.8	2.6	-4.0	9.2	-0.3	-0.1	-0.8	-1.1	-15.3
16. CCCCNC(=O)CCNS(=O)(=O)c1ccc(Br)cc1
→ 4.5	-1.5	-1.6	0.9	-5.2	-1.1	8.1	0.7	-2.3	-5.7
17. C/C(=N\NC(=O)CSCc1cccc(Br)c1)c1ccc([N+](=O)[O-])cc1
→ -1.5	0.1	-0.2	-3.6	0.1	-2.4	7.5	-5.3	-1.2	-4.5
18. COc1ccc(OC)c(NC(=O)c2cc(S(=O)(=O)N3CCCC3)cn2C)c1
→ 0.3	-0.5	1.4	3.5	-2.6	-3.0	4.4	-0.6	0.3	3.7
19. CC(=O)Nc1ccc(NC(=O)[C@@H]2CCCN2S(=O)(=O)c2ccc3c(c2)OCCO3)cc1
→ -1.0	-0.3	-2.0	-1.8	-3.2	-0.9	-8.4	-4.2	1.2	3.0
20. CCCCCCCCN1[C@@H](CC(=O)OCC)c2cc(C(F)(F)F)ccc2S1(=O)=O
→ 2.0	-3.4	-1.1	-0.6	1.6	-0.7	-5.4	0.8	-1.1	-14.7

Molecules above that contain an NH in an aromatic ring (2):
Order of values: GC-A act	ASAP1 inh	rCAG binder	Rev-erbA mod	mABHD4 FP	PG9 binder	ARFGAP1 inhibitor	NPR2 activator	SMARCA2 activ	HTRA1 inhibitor
9. O=C(NCCCN1CCOCC1)c1ccccc1N1C(=O)[C@@H]2Cc3c([nH]c4ccccc34)C(c3cccc(Cl)c3)N2C1=O (some centres not stated)
→ 4.2	4.0	1.5	4.1	2.2	-1.2	-3.5	8.0	2.6	-13.1
12. CC1(C)CC(=O)C(C=Nc2ccc3cn[nH]c3c2)=C(O)C1
→ -1.4	-11.4	-2.7	-2.7	9.1	1.6	2.2	-0.3	-1.0	-12.3

The list continues.
Order of values: GC-A act	ASAP1 inh	rCAG binder	Rev-erbA mod	mABHD4 FP	PG9 binder	ARFGAP1 inhibitor	NPR2 activator	SMARCA2 activ	HTRA1 inhibitor
21. CCN(C(=O)c1cc2c(=O)n3ccccc3nc2n1C)C1CCCCC1
→ 6.4	-4.0	-5.7	-4.6	-7.2	2.0	-0.1	5.4	1.1	1.0
22. COC(=O)c1cc(Br)ccc1NC(=O)CCNC(=O)c1ccco1
→ -7.8	-4.3	-1.2	1.5	1.6	1.1	4.9	-4.7	-1.7	-0.8
23. Cc1cccc(NC(=O)c2cnn(-c3ccccc3)c2C)c1C
→ 2.3	-8.0	-5.4	-2.4	7.5	-0.5	10.1	-1.3	3.0	-4.6
24. O=C(Nc1cccc(S(=O)(=O)N2CCCCC2)c1)c1ccc2ncsc2c1
→ 0.3	5.2	8.0	-1.9	-24.6	-2.3	4.6	5.8	-3.3	-44.5
25. Nc1c(C(=O)NCc2ccco2)nnn1Cc1ccccc1
→ 1.0	-5.0	-1.3	2.3	-1.7	-0.1	8.8	1.9	-2.1	4.1
26. CCOc1ccc(NC(=O)CSc2nnc(C34CC5CC(CC(C5)C3)C4)n2C)cc1
→ -3.6	-7.6	-4.5	2.4	0.9	-1.6	1.9	-1.9	1.1	6.2
27. CCC1S/C(=N/N=C/c2ccco2)N(Cc2ccccc2C)C1=O (configuration not stated)
→ -8.5	-4.3	-1.8	-4.9	-8.3	-0.6	-4.0	1.9	1.5	-14.7
28. COc1ccc(NC(=O)Cn2ncn3nc(-c4ccc(OC)cc4)cc3c2=O)cc1
→ 2.4	4.8	1.6	5.5	1.4	-0.1	-7.8	-0.7	-0.5	3.0
29. O=C(NCc1cccs1)C1(S(=O)(=O)c2ccccc2)CC=CC1
→ -1.8	7.6	-4.0	-3.2	-6.9	-0.7	5.4	1.2	-1.3	1.4
30. O=C(CN1C(=O)c2ccccc2C1=O)Nc1nccs1
→ 2.9	-4.7	-2.9	-1.9	5.5	-0.2	-2.8	-1.2	-0.5	-2.5
31. C/C(=N/NC(=O)CNC(=O)c1cccnc1)c1ccc(Cl)c(Cl)c1
→ -0.6	14.2	-5.8	-3.1	2.2	-2.1	4.0	-3.9	-2.3	3.7
32. COc1ccc(C(C)=O)cc1CN(C)C
→ -1.3	11.0	-1.7	-1.9	7.8	1.6	1.2	0.3	-2.6	-1.7
33. Cc1cccc2c(=O)oc(-c3ccccc3Cl)nc12
→ -2.2	-7.6	0.7	-2.3	0.9	0.5	2.3	0.9	-2.0	-25.0
34. CCCCOC(=O)c1nc(Cl)c(Cl)c(N)c1Cl
→ 1.9	-8.2	-1.5	3.2	-7.2	-3.1	-3.7	-2.1	1.4	-0.8
35. CCCOc1ccc(C(=O)NCC(c2cccs2)N(C)C)cc1OC (configuration not stated)
→ 5.8	-8.8	-0.3	2.0	-2.5	-1.6	5.0	2.0	-1.4	-3.8
36. CCN1CCN(CCCNC(=O)C2CCCN(c3nnc(-n4cccc4)s3)C2)CC1 (configuration not stated)
→ 0.6	2.8	-1.1	-2.9	6.0	0.4	4.5	10.9	-0.5	5.9
37. Cc1ccc(Nc2nc(N3CCOCC3)nc(N3CCOCC3)n2)cc1Cl
→ 2.3	2.4	-3.3	0.6	3.1	-0.8	9.5	-3.5	-1.5	-3.7
38. O=C(O)c1ccc(N(Cc2ccccc2)S(=O)(=O)c2ccccc2)cc1
→ 1.4	-5.8	5.9	-6.7	-2.6	0.1	12.1	-1.4	-0.5	-6.6
39. CN(C)CCN1C(=O)C(=O)/C(=C(/O)c2ccc(S(=O)(=O)N3CCOCC3)cc2)C1c1ccc(Br)cc1 (configuration not stated)
→ -1.2	7.7	10.2	-4.0	-12.3	-1.5	-1.5	1.7	-2.5	-3.4
40. CCOC(=O)C(C)(C)N(Cc1cccc(C)c1)S(=O)(=O)c1ccc(Cl)c([N+](=O)[O-])c1
→ -21.9	-7.4	-1.3	4.8	-7.3	-0.1	10.8	-5.9	2.3	-7.3
41. O=C(/C=C\Nc1ccc(S(=O)(=O)Nc2ncccn2)cc1)c1ccccc1
→ -0.3	-15.7	1.6	0.2	4.7	0.3	-9.5	-8.5	0.8	-1.9
42. O=C(c1ccc(S(=O)(=O)N2CCCC2)cc1)N1CCCCC1
→ 1.9	-7.7	-3.3	3.4	0.8	1.4	9.5	2.6	-0.5	2.7
43. COc1ccccc1C1c2ccc3ccccc3c2Oc2ncn(CCN(C)C)c(=N)c21 (configuration not stated)
→ -45.4	-14.8	4.4	-3.2	6.4	1.2	-5.4	-13.2	0.1	-20.1
44. O=[N+]([O-])c1ccc2c(c1Nc1ccccc1)=NC1(CCCCC1)N=2
→ -3.8	-4.7	3.4	5.5	7.4	-3.7	10.0	-3.6	1.0	15.0
45. O=S(=O)(c1cc(F)ccc1F)N1CCC2(CC1)OCCO2
→ 3.8	-6.9	-2.9	0.8	5.0	1.3	-7.4	-2.4	-1.4	10.1
46. COc1ccc2nc(NC(=O)CCc3cc(OC)c(OC)c(OC)c3)sc2c1
→ 2.7	11.3	-1.9	6.1	0.7	2.1	3.6	4.3	-0.7	-7.6
47. COc1ccc(-c2n[nH]c(=S)n2Cc2ccco2)cc1
→ -4.0	-9.1	8.0	-0.3	1.0	0.2	-1.5	3.4	-3.3	6.8
48. Nc1cc(=O)[nH]c(SCC(=O)Nc2ccc3c(c2)CCC3)n1
→ -2.9	-15.8	11.3	-9.2	-10.0	0.7	-2.1	-1.2	-4.3	-12.9
49. O=C(c1ccccc1)c1cnc(-c2ccc(Cl)cc2)s1
→ 7.4	-1.6	1.4	8.9	-1.3	1.8	-2.6	-3.1	14.3*	-5.1
50. O=C1C=C(c2ccc3ccccc3c2)C[C@@H](c2ccc(F)cc2)C1
→ 4.2	-1.3	2.5	-2.6	-4.8	-0.5	6.0	-3.8	1.6	-45.2

Compound activity: PubChem, several laboratories
